MITF primary: MITF inhibitors, primary screen, biochemical, AlphaScreen, human. inhibition, % at 2.6 µM. actives 0.91% (n = 650,000). AlphaScreen MITF homodimerization, bead proximity signal; in the data active = inhibition above about 50%;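 note: 0% = vehicle wells with protein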
Target sequence (O75030 whole entry, looked up): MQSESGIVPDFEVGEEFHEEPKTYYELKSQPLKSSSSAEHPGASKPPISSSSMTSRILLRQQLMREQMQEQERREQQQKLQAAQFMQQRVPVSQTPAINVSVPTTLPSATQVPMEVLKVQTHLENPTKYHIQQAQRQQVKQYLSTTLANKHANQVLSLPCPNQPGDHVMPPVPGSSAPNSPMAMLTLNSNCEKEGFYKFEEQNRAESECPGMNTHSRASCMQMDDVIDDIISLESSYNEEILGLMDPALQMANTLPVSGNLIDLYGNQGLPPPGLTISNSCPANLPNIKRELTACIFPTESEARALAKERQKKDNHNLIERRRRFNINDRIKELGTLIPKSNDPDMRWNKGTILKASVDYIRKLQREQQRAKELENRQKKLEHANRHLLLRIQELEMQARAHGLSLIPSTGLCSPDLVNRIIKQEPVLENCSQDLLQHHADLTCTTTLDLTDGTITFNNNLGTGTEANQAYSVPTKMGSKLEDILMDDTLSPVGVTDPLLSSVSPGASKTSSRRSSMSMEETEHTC
TEAD-YAP block: TEAD-YAP interaction inhibition, primary screen, TEAD-YAP interaction inhibitor project, luminescence, HEK-TIYL cells; TEAD-Gal4/YAP UAS-luciferase luminescence; inhibition, % at 9.12 µM; actives 1.4% (n = 640,000); AID 1259422, 2018; in the data active = inhibition above about 32%;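 note: 0% = median of test compound wells and 100% = reference inhibitor wells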
GPR151 activ: activators of human GPR151, primary screen, cell-based, PathHunter beta-arrestin, luminescence; G-protein coupled receptor 151 (Homo sapiens), Q8TDV0; PathHunter beta-arrestin GPR151 cells; activation, % at 11.2 µM; actives 1% (n = 650,000); AID 1508602, 2020; in the data active = activation above about 4.9%;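 note: 0% = median of compound wells and 100% = cells with positive control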
Target sequence (Q8TDV0 whole entry, looked up): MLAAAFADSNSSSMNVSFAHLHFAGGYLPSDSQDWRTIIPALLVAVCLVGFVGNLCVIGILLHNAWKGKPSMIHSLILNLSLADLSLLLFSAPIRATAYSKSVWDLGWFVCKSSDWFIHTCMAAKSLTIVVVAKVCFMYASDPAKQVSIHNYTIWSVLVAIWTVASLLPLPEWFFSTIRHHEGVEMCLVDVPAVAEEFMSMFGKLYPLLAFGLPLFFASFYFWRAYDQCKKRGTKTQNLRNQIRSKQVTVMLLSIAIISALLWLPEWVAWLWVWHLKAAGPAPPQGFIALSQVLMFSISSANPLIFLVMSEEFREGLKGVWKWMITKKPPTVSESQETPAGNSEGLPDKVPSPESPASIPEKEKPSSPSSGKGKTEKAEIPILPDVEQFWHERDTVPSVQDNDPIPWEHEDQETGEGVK
FBW7 activator: FBW7 E3 ligase activators, primary screen, biochemical, AlphaScreen, human; AlphaScreen FBW7–phospho-cyclin E peptide binding, activator screen; normalized activity (activation), % at 26.1 µM; actives 0.13% (n = 650,000); AID 1259310, 2017; in the data active = normalized activity above about 1.9%;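 note: purified mutant Fbw7 with reduced substrate affinity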
* hit, by the source's call.

nr	Molecule	MITF primary	TEAD-YAP block	GPR151 activ	FBW7 activator
1	COc1ccc(C2C(C(=O)Nc3ccc(F)cc3)c3ccccc3C(=O)N2C2CCCCC2)cc1 (stereo not drawn)	12	-4	-1.6	-0.1
2	CCC(C)NC(=O)CSc1nc2cc(C(=O)NCc3ccco3)ccc2c(=O)n1Cc1ccco1 (stereo not drawn)	-3	14	-0.6	-0.1
3	O=C(NNc1c(F)c(F)cc(F)c1F)C1CCN(S(=O)(=O)c2ccccc2F)CC1	-10	-2	-0.5	0.1
4	OCCC1CN(Cc2cc3ccccc3[nH]2)CCN1Cc1cccs1 (stereo not drawn)	8	-2	1.7	0.1
5	COc1ccc(/C=C(\C#N)c2nc(-c3ccc(Cl)cc3)cs2)cc1OC	3	-6	0.7	-0.2
6	Cc1cc(C)n(CC(=O)NNC(=O)CCS(=O)(=O)c2ccc(Cl)cc2)n1	1	1	-0.6	-0.2
7	COC(=O)Cn1c(-c2ccc(OC)cc2)nc2ccccc21	12	-30	-1.4	0.6
8	CCN(C(=O)c1cccc(F)c1)c1ccc(C(O)(C(=O)OC)C(F)(F)F)cc1 (stereo not drawn)	11	0	-1.1	0.1
9	CCOc1ccc(S(=O)(=O)N(CC(=O)N2CCC(C)CC2)c2ccc(C)cc2)cc1	19	5	-1.2	0.5
10	O=C(C1CCCCC1)N1CCc2ccccc2C1	4	7	-0.1	0.1

Individual results from above:
For TEAD-YAP block, no. 6 has the entry 1
For GPR151 activ, no. 1 has the entry -1.6

Remaining list, next part:
nr	Molecule	MITF primary	TEAD-YAP block	GPR151 activ	FBW7 activator
11	O=C(CCC1(Cc2ccco2)CCC(=O)N1)NCC1COc2ccccc2O1 (stereo not drawn)	8	-2	0.2	0.0
12	COc1cccc(OC)c1C(=O)Nn1c(-c2ccccc2F)nc2ccccc2c1=O	15	9	-1.8	0.4
13	COc1cccc(OC)c1OCCNC(C)(C)C	23	2	-0.6	0.1
14	O=C(NC1CCC(Nc2ccc3[nH]ncc3c2)CC1)C(O)c1ccc(F)cc1F (stereo not drawn)	5	-6	-0.5	0.0
15	COc1ccc(NC(=O)c2cc(-c3ccccc3O)on2)c(OC)c1	-4	4	-0.2	-0.2
16	NC(=O)c1c(NC(=O)C2c3ccccc3Oc3ccccc32)sc2c1CCC2	9	6	0.5	0.1
17	O=C(NC1CCCCC1)N1CCC(c2nc3c(nnn3Cc3ccccc3)c(=O)[nH]2)CC1	10	44*	2.0	0.0
18	Cc1c(C(=O)NCCN(C)C)sc2ncnc(N(C)c3ccccc3)c12	10	7	-0.9	0.1
19	CN(C)/N=C/C=C1\CC/C(=C\c2ccco2)C1=O	55*	-42	1.2	-0.1
20	COC(=O)C1=CN(Cc2ccccc2OC)C=C(C(=O)OC)C1c1cc(C)ccc1C	-26	-18	0.2	1.3

Exported screen by screen: 2 of the compounds above
[13] COc1cccc(OC)c1OCCNC(C)(C)C
[14] O=C(NC1CCC(Nc2ccc3[nH]ncc3c2)CC1)C(O)c1ccc(F)cc1F (stereo not drawn)

Compound	13	14
MITF primary	23	5
TEAD-YAP block	2	-6
GPR151 activ	-0.6	-0.5
FBW7 activator	0.1	0.0

Next entries:
nr	Molecule	MITF primary	TEAD-YAP block	GPR151 activ	FBW7 activator
21	COc1ccc(C(=O)/C=C(\C)NNC(=O)c2cccc(C)c2)cc1	-80	-13	-1.5	0.1
22	CCCOc1ccc(S(=O)(=O)N2CCN(C34CC5CC(CC(C5)C3)C4)CC2)cc1	13	12	-1.0	0.1
23	Cc1c(C(=O)Nc2ccccc2Cl)sc2ncnc(N3CCN(c4ccccn4)CC3)c12	-1	-4	-0.4	0.2
24	CCOC(=O)c1nnn(CC(=O)Nc2ccccc2Cl)c1C(=O)OCC	-1	-4	1.2	0.1
25	CCN(CC)c1nc(NCc2cccnc2)nc(Nc2nccc3ccccc23)n1	4	-21	-0.6	-0.1
26	C#CCOC(=O)CCCC(=O)Nc1ccc(C(=O)OCC)cc1	0	11	0.1	-0.1
27	O=C(Nc1ccc(S(=O)(=O)NCCc2ccccc2)cc1)c1cccc(F)c1	11	11	0.8	-0.3
28	C=CCNC(=O)CN(Cc1ccccc1Cl)S(=O)(=O)c1ccc(Cl)cc1	-6	2	0.3	0.1
29	CCOc1ccc(C2CC(c3ccccc3C)n3ncnc3N2)cc1 (stereo not drawn)	6	10	0.4	0.1
30	COc1ccc(C2=NN(S(=O)(=O)c3ccc(C)cc3)C(c3ccccc3)C2)cc1 (stereo not drawn)	-5	0	0.0	-0.1

Looked up one by one from the list above, five records:
nr	Molecule	MITF primary	TEAD-YAP block	GPR151 activ	FBW7 activator
24	CCOC(=O)c1nnn(CC(=O)Nc2ccccc2Cl)c1C(=O)OCC	-1	-4	1.2	0.1
30	COc1ccc(C2=NN(S(=O)(=O)c3ccc(C)cc3)C(c3ccccc3)C2)cc1 (stereo not drawn)	-5	0	0.0	-0.1
21	COc1ccc(C(=O)/C=C(\C)NNC(=O)c2cccc(C)c2)cc1	-80	-13	-1.5	0.1
27	O=C(Nc1ccc(S(=O)(=O)NCCc2ccccc2)cc1)c1cccc(F)c1	11	11	0.8	-0.3
22	CCCOc1ccc(S(=O)(=O)N2CCN(C34CC5CC(CC(C5)C3)C4)CC2)cc1	13	12	-1.0	0.1

(more compounds)
nr	Molecule	MITF primary	TEAD-YAP block	GPR151 activ	FBW7 activator
31	COc1ccc(N2C(=O)NC3CC2(C)Oc2ccc([N+](=O)[O-])cc23)c(OC)c1 (stereo not drawn)	15	7	-0.1	0.2
32	CC(C)n1c(N2CCCC2CO)nc2c(NCc3ccccc3)ncnc21 (stereo not drawn)	-5	-8	-0.8	0.1
33	N#CC1=C(N)Oc2n[nH]c(-c3ccc([N+](=O)[O-])cc3)c2C1c1c(F)cccc1Cl (stereo not drawn)	-2	2	0.1	-0.3
34	CC(C)=CCN1CCN(Cc2sccc2C)CC1CCO (stereo not drawn)	0	-14	12*	0.0
35	Cc1ccc(N(Cc2ccc(C(=O)Nc3c(C)cccc3C)cc2)S(C)(=O)=O)cc1C	-11	6	1.2	-0.2
36	Cc1cc(NC(=O)CCCn2nc(C)c([N+](=O)[O-])c2C)n(-c2ccccc2)n1	7	6	-0.2	1.1
37	N#Cc1cc2cc3c(cc2nc1SCC(=O)NCc1ccc2c(c1)OCO2)OCO3	-1	-5	3.5	-0.1
38	COCCN(C(=O)c1cc(Cc2ccc(OC)cc2)no1)C(C)C	-10	-10	2.7	0.0
39	COc1ccc(OCC(=O)Nc2ccc(-c3nc4ccccc4c(=O)o3)cc2)cc1	-2	2	-0.4	0.2
40	CCC(=O)Nc1c(C(=O)Nc2cccc(OC)c2)oc2ccccc12	11	-31	0.4	0.4
41	CC(C)N(CCNc1cc(Nc2cccc(N(C)C)c2)nc(N)n1)C(C)C	-42	0	-0.2	-0.2
42	O=S(=O)(NCC1CC2C=CC1C2)c1ccc(F)cc1 (stereo not drawn)	-5	-10	-1.3	0.4
43	O=C(Cn1cc([N+](=O)[O-])ccc1=O)Nc1ccccc1OC(F)F	17	-8	0.2	0.0
44	C=CCn1c(=O)c2c(nc3n2CCN3c2cccc(Cl)c2)n(C)c1=O	-10	-7	0.1	-0.1
45	Cc1oc(C(=O)O)cc1CSc1ncn[nH]1	15	4	-0.9	0.7
46	Cc1noc(C)c1CCC(=O)NC(C)c1cnn(-c2cccc3ccccc23)c1C (stereo not drawn)	-10	0	-0.5	-0.1
47	O=C(O)c1ccccc1SCC1CCCO1 (stereo not drawn)	7	-9	-0.9	-0.1
48	O=c1[nH]c2ncc(-c3ccco3)nc2n1CCCN1CCOCC1	-15	13	0.7	-0.5
49	Cc1[nH]c2ccccc2c1C(=O)C(=O)N1CCC(C)CC1	-7	12	1.1	-0.1
50	COc1ccc(CCNC(=O)CSc2ccc3nnc(-c4ccccc4)n3n2)cc1OC	14	18	2.6	2.7*
51	Cc1nc2c(c(=O)[nH]1)CCN(C(=O)Cc1nc(C)sc1-c1ccccc1)C2	5	-2	-0.6	-0.1
52	CC1CCCN(S(=O)(=O)CCCOc2ccc(F)cc2)C1 (stereo not drawn)	-30	-8	-2.0	0.4
53	Cc1c(C(=O)NN)sc2c1C(=O)NNS2(=O)=O	-4	6	0.4	-0.1
54	c1ccc(CNc2ncnc3nc(Nc4ccc(-n5ccnc5)cc4)[nH]c23)cc1	19	-46	-0.4	-0.1
55	COc1ccc(C(=O)N2CCCC(N3CCN(c4ccccc4)CC3)C2)c(OC)c1OC (stereo not drawn)	-11	-6	0.1	-0.2
56	Cc1cc2ccccc2n1CCNC(=O)c1ccc(Br)cc1	1	-13	5.0*	-0.1
57	CN(C)CC(C)(C)CNS(=O)(=O)c1cccc(C(=O)O)c1	2	-5	0.8	-0.2
58	C=CCc1cc(C)ccc1OCCCn1ccnc1	64*	-9	2.6	-0.1
59	Cc1ccc(CNC(=O)c2ccc(Cn3c(=S)[nH]c4ccc(Br)cc4c3=O)cc2)cc1	4	-3	-1.8	-0.2
60	CO[C@H]1[C@H](NC(=O)CSC)c2ccccc2C12CCN(Cc1ccc(Cl)cc1)CC2	17	9	-0.4	-0.1

Full records, looked up by structure:
CC1CCCN(S(=O)(=O)CCCOc2ccc(F)cc2)C1 (stereo not drawn) as listed: MITF primary: -30; TEAD-YAP block: -8; GPR151 activ: -2.0; FBW7 activator: 0.4
CN(C)CC(C)(C)CNS(=O)(=O)c1cccc(C(=O)O)c1 as listed: MITF primary: 2; TEAD-YAP block: -5; GPR151 activ: 0.8; FBW7 activator: -0.2
C=CCc1cc(C)ccc1OCCCn1ccnc1 as listed: MITF primary: 64*; TEAD-YAP block: -9; GPR151 activ: 2.6; FBW7 activator: -0.1

Later entries
nr	Molecule	MITF primary	TEAD-YAP block	GPR151 activ	FBW7 activator
61	CC(C)=NNC(=O)C(=O)NCc1ccccc1	14	8	-0.8	0.4
62	COc1ccc(NC(=O)CNC(=O)Cn2cnc3sc(C)cc3c2=O)cc1Cl	7	2	-0.6	0.1
63	O=C1CC(Sc2ncccn2)C(=O)N1c1ccc(Br)cc1Br (stereo not drawn)	15	4	-0.1	0.9
64	O=C(Nc1cccc(-c2nc3ccccc3o2)c1)C(F)(F)F	4	-42	-0.3	0.1
65	COc1cccc(N2CC(C(=O)Nc3nnc(SCc4cccnc4)s3)CC2=O)c1 (stereo not drawn)	-3	-1	0.8	-0.2
66	CCOc1ccccc1-n1c(=S)sc2c(=O)n(-c3ccccc3)c(SCC(=O)Nc3cccc(OC)c3)nc21	7	9	0.4	0.0
67	CC(=O)c1cccc(Nc2nc3ccccc3n3cnnc23)c1	-2	-2	-0.4	1.2
68	CC(C)(C)NC(=O)CN1N=C(c2ccc(F)cc2)Cn2c(cc3ccccc32)C1=O	-4	-6	-0.2	0.0
69	O=C(NCCc1ccncc1)c1cc(COc2ccc3ncccc3c2)on1	6	31	1.2	0.2
70	Cc1onc(-c2ccccc2Cl)c1C(=O)Nc1ccccc1C(C)C	-2	8	0.3	-0.1
71	Cn1c(=O)[nH]c(=O)c2c1nc1n2CCN1c1ccccc1	5	16	-0.3	1.2
72	COc1ccc2cc3c(N)nn(C(=O)/C=C/c4ccc5c(c4)OCO5)c3nc2c1	-1	-3	4.7	0.0
73	COc1ccc(C2C(C#N)=C(N)N(c3cc(C(F)(F)F)ccc3Cl)C3=C2C(=O)CC(C)(C)C3)cc1OC (stereo not drawn)	8	6	0.0	0.1
74	Cc1cc2cc(CN(Cc3ccccc3)C(=O)N(C)C)c3nnnn3c2cc1C	-15	7	-0.1	0.1
75	COc1cc(/C=N/NC(=O)COc2ccc(Cl)cc2C)ccc1O	5	5	4.0	0.0
76	O=C(Nc1c(C(=O)Nc2ccc3c(c2)OCCO3)oc2ccccc12)c1ccco1	-10	-4	-0.1	-0.4
77	COc1ccc(CC2(CCC(=O)NCc3ccc(-n4cccn4)cc3)CCC(=O)N2)cc1 (stereo not drawn)	-19	7	-0.4	-0.1
78	CC1(C)CC(N(CCCO)C(=O)c2ccccc2)CCO1 (stereo not drawn)	-7	2	0.5	0.3
79	CC(=O)N1c2c(cc(Br)cc2S(=O)(=O)N2CCCCCC2)CC1C (stereo not drawn)	-13	8	-1.0	0.0
80	CCOC(=O)c1c(NC(=O)Cc2ccc(OCC)c(OCC)c2)sc2c1CCCC2	0	-4	-0.2	-0.1
81	O=C(NS(=O)(=O)c1ccc(Br)cc1)c1ccc(F)cc1	5	2	1.6	0.0
82	Cc1cnn(C)c1C(=O)Nc1c2c(nn1-c1nc3ccccc3s1)CCC2	4	1	20*	0.1
83	COc1cc(CCC(=O)N2CCC(C(=O)c3nccs3)CC2)on1	21	-3	-1.5	0.1
84	N=C1C(c2nc3ccccc3[nH]2)=C(O)CN1c1ccccc1F	-3	-23	0.4	-0.1
85	COc1ccc(C(=O)NN2C(=O)C3C4C=CC(C4)C3C2=O)cc1 (stereo not drawn)	17	-4	-0.2	0.4
86	COc1ccc(/C=C2/N=C(c3cccc4ccccc34)OC2=O)cc1	4	-4	-1.3	-0.1
87	COc1ccc(-c2csc(NC(=O)CSc3nnc(C4CCCCC4)n3N)n2)cc1	-3	-6	0.5	-0.1
88	COC(=O)c1ccc(/C=C(\C#N)c2nc3ccc(C)cc3[nH]2)cc1	12	-4	-0.8	0.2
89	O=C1NCCN(Cc2ccc(F)c(F)c2)C1CC(=O)N1CCN(CCO)CC1 (stereo not drawn)	-11	-1	0.5	0.1
